Bioassay records: PubChem BioAssay, Sanford-Burnham Center for Chemical Genomics
NLRP3 yeast inh: blocks the NALP3 inflammasome reconstituted in yeast; inhibition, % at 10 µM; Yeast reconstituted NLRP3/ASC/caspase-1, beta-gal luminescence, 24 h; AID 2825; hit rate 0.39% among 330,000;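 active means inhibition of 50% or more; inactive means inhibition below 50%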;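 further: plate controls were induced DMSO wells for no effect and uninduced yeast grown without galactose for full effect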
tim10-1 inh: inhibits growth of tim10-1 mutant yeast; inhibition, % at 20 µM; hit rate 2.2% among 330,000; S. cerevisiae tim10-1 ts strain growth, BacTiter-Glo, 24 h;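 active means inhibition of at least 40%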;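 further: mutant grown at 25 °C; 0% = DMSO wells with yeast and 100% = wells holding no yeast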
MIN6 prolif: MIN6 beta-cell proliferation induction | MIN6 cells proliferation, ATPlite luminescence, 48 h; cells starved in 0.2% serum; 100% = growth in 10% serum | proliferation, % at 10 µM | hit rate 0.29% among 330,000 | AID 2380;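 active means compounds whose signal lies at least 3.5 SD above the mean of all wells on their plate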;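 further: 0% = DMSO-treated cells in low-serum medium and 100% = 10% serum control; some compounds called inactive have numbers as strong as hits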
tim23-1 inh: growth inhibitors of tim23-1 mutant yeast; S. cerevisiae tim23-1 growth, BacTiter-Glo luminescence, 24 h; inhibition, % at 20 µM; hit rate 1.3% among 330,000; AID 463212;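 active means growth inhibition of the mutant yeast at or above 50%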;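 further: temperature-sensitive mutant grown at 25 °C; plate controls were DMSO-treated mutant yeast for no effect and medium wells lacking yeast for full effect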
APJ ag: APJ receptor agonism; P35414; CHO-K1 APJ PathHunter beta-arrestin, luminescence; 0% DMSO wells, 100% apelin; activation, % at 20 µM; hit rate 0.11% among 330,000; AID 2520;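 active means activation more than six SD over the plate average, tested at 20 µM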;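 further: 0% = DMSO alone and 100% = apelin-13 at 10 nM; some results filed as inactive read as strong as hits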
Target sequence (P35414 whole entry, looked up): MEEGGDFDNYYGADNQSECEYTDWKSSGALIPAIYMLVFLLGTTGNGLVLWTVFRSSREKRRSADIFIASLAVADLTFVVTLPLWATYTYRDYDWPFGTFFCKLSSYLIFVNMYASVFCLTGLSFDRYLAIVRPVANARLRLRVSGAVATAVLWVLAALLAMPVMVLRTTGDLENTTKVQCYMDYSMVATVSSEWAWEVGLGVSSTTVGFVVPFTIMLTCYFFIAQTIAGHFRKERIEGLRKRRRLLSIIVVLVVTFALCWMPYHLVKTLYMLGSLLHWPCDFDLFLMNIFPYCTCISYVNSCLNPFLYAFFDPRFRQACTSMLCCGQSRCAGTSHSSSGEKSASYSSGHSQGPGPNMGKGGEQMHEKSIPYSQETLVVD
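assay system = CHO-K1 APJ beta-arrestin complementation cell line | input = cell density 1000 per well | dosing = compound 20 µM once, DMSO 1% | timing = compound 90 min 25 °C, reagent 1 h | measured by = luminescence from split beta-galactosidase complementation, Galacton Star/Emerald II substrate | read-out basis = APJ agonist activity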
TIM10 inh: growth inhibitors of TIM10 yeast strain | AID 463195 | hit rate 1.4% among 330,000 | S. cerevisiae TIM10 strain growth, BacTiter-Glo luminescence, 24 h | inhibition, % at 10 µM;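 active means inhibition of 40% or more at the single tested concentration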;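 further: wild-type TIM10 isogenic control strain grown at permissive 25 °C; 0% = DMSO yeast wells and 100% = minimal medium wells without yeast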
NR3A LBD binder: modulators (binders) of human NR3A ligand-binding domain | Tm shift relative to glycine control, % at 25 µM | hit rate 2.5% among 340,000 | NR3A LBD differential scanning fluorimetry, Tm shift; 0% = protein alone, 100% = glycine-bound protein;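 active means melting temperature shift of at least 10% of the positive control shift, at one fixed dose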
APJ antag: APJ receptor antagonism | P35414 | CHO-K1 APJ beta-arrestin complementation, luminescence | inhibition, % at 20 µM | hit rate 0.32% among 330,000 | AID 2521;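 active means inhibition above about 40% at 20 µM, limit read from the data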;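 further: cells challenged with 10 nM apelin-13 agonist together with compound; plate controls were apelin-13 plus DMSO wells for no effect and DMSO wells lacking apelin-13 for full effect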
MPTP inh: permeability transition pore inhibition. isolated mouse mitochondria, Ca2+ swelling absorbance, 30 min. hit rate 1.4% among 360,000. inhibition, % at 10 µM;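 active means inhibition of 50% or more, scaled per plate between neutral and stimulator controls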;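 further: 0% = DMSO wells given calcium and 100% = 1 mM EGTA wells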
Numbers without * were called inactive; · = no result given.

Under each structure – NLRP3 yeast inh	NR3A LBD binder	MPTP inh	APJ ag	tim23-1 inh	tim10-1 inh	MIN6 prolif	TIM10 inh	APJ antag
- CCOc1ccc(C(=O)NCC(=O)NNC(=O)c2cc(C)oc2C)cc1OCC
    14.8	1.2	-1.1	-2.3	-17.0	-15.2	-0.9	4.3	-11.0
- O=C(Nc1cnn(Cc2c(Cl)cccc2Cl)c1)c1ccc([N+](=O)[O-])cc1
    18.5	-14.2	0.7	9.4	2.5	10.1	4.8	-1.0	-27.1
- CCc1cc(C(=O)N2CCN(C(=O)c3ccco3)CC2)sc1C
    10.3	4.8	-1.0	-6.4	25.6	6.6	-2.2	11.0	15.0
- CCN(CC)c1ccc(NC(=O)c2c(C)noc2C)cc1
    11.9	-1.3	2.0	3.9	4.2	-15.3	5.3	0.2	-26.1
- Cc1ccc(-c2cnc3n2CCCCC3)cc1
    16.3	-3.5	-1.2	-2.3	-8.5	-5.6	2.2	-0.2	-5.6
- O=C(Nc1ccc(N2CCOCC2)cc1)c1ccc(Br)o1
    16.5	-0.9	-1.4	-1.2	12.9	-5.1	-5.0	15.1	4.7
- CSc1ncccc1C(=O)N1CCCC(N2CCN(c3ccccc3F)CC2)C1 (stereo not given)
    13.0	0.9	-0.7	10.6	3.6	4.8	0.7	8.7	15.5
- Cn1c(=O)cc(SCC(=O)NCCCN2CCOCC2)c2ccccc21
    11.0	-1.4	-1.3	-1.2	5.4	7.4	-3.9	-10.1	-6.3
- Cc1ccc(C(=O)NCCn2cc(SCC(=O)N3CCOCC3)c3ccccc32)cc1
    3.7	-3.6	0.7	-6.3	5.6	14.5	3.8	4.2	3.9
- Cc1ccc2cc3cc(C(=O)NCc4ccco4)oc3nc2c1
    18.5	-1.7	2.4	-2.0	0.7	21.2	0.3	18.7	-22.8
- CCOc1ccccc1C1CC(c2ccc(F)cc2)Nc2nc(N)nn21 (stereo not given)
    2.8	-0.8	-3.6	-3.1	22.7	10.4	-0.1	4.9	5.6
- C=CCN1C(=NC(=O)COc2ccccc2)SC2CS(=O)(=O)CC21 (stereo not given)
    20.0	-4.3	2.3	0.8	4.6	4.8	-1.4	-2.7	12.9
- CC(=O)/C(=C/N(C)C)C(=O)Nc1ccc(Cl)cc1Cl
    -17.5	-3.8	-0.7	-2.2	6.8	15.5	-1.8	16.3	6.7
- CN(C)S(=O)(=O)c1cc(NC(=O)COC(=O)C2COc3ccccc3O2)ccc1Cl (stereo not given)
    -6.7	-1.2	1.1	-0.6	17.5	-18.3	-2.4	7.1	5.3
- CCOc1ccccc1OCCOc1ccccc1OC(C)C
    1.8	-9.7	-1.3	-2.1	11.2	13.0	-2.5	10.0	8.4
- CCOc1ccc(C(=O)NC(=S)N2CCN(c3ccc(C(F)(F)F)cc3[N+](=O)[O-])CC2)cc1
    5.2	-1.0	10.8	-0.4	4.2	4.3	-1.0	-5.6	12.5
- CCCCn1c(N)c(N(CCOC)C(=O)c2ccc(Br)s2)c(=O)[nH]c1=O
    21.5	0.3	-1.2	8.0	6.7	8.9	-0.2	2.0	10.6
- COc1ccc(N2CC(O)=C(c3nc4ccccc4s3)C2=N)c(OC)c1
    -5.0	-2.5	1.6	-0.6	1.4	5.0	-2.3	13.8	0.4
- CSc1ncccc1C(=O)OCC(=O)Nc1ccc(N2CCOCC2)cc1
    5.6	0.6	-1.6	-1.4	-6.5	-30.3	-1.3	-8.6	3.7
- CCn1c2ccccc2n2c(=O)c(=O)n(CC(=O)N3CCN(c4ccccc4OC)CC3)nc12
    -2.3	·	·	-0.5	2.5	9.9	-2.9	11.0	9.1

A few values from above.
CCOc1ccc(C(=O)NCC(=O)NNC(=O)c2cc(C)oc2C)cc1OCC in tim23-1 inh is entered as -17.0
Cn1c(=O)cc(SCC(=O)NCCCN2CCOCC2)c2ccccc21 in APJ ag is entered as -1.2

New compounds follow:
Under each structure – NLRP3 yeast inh	NR3A LBD binder	MPTP inh	APJ ag	tim23-1 inh	tim10-1 inh	MIN6 prolif	TIM10 inh	APJ antag
- COc1ccccc1CCC(=O)OCC(=O)Nc1ccc(C(N)=O)cc1
    -4.7	-0.2	-2.2	-1.2	-5.9	-5.9	-0.1	-2.7	-1.9
- CCOc1ccc(/C=N/NC(=O)C(C)N(c2ccc(OC)cc2)S(C)(=O)=O)cc1OCC (stereo not given)
    3.5	-1.8	-0.5	-1.7	12.6	17.7	0.8	-11.4	-20.4
- Cc1ccc(N2C(=O)CC(Sc3ccccc3C(=O)O)C2=O)cc1 (stereo not given)
    15.4	-4.6	0.1	-1.6	24.4	10.6	5.3	19.4	-6.1
- CCCc1nn(C)c(C(=O)Nc2cccc(C)c2)c1Cl
    27.6	-8.2	-0.9	4.6	25.8	2.8	0.0	10.0	3.6
- O=C(CC(SCc1ccco1)c1ccc(O)cc1)c1cccs1 (stereo not given)
    5.1	-29.5	39.6	-8.0	22.6	20.7	-2.5	25.3	21.2
- CC(=O)c1ccc(-c2ccccc2OC(F)(F)F)o1
    -5.4	0.8	3.0	-3.3	-4.9	7.6	-1.4	7.3	9.3
- NN(CCO)C(=S)Nc1ccc(Cl)cc1
    0.1	1.7	-0.3	1.5	16.1	5.2	2.3	-4.4	-10.6
- O=C(NCCCCC(NC(=O)C1CCCCC1)C(=O)O)c1ccccc1 (stereo not given)
    20.7	0.0	-1.1	3.7	31.1	9.9	-1.0	1.1	-22.1
- CCOC(=O)C1(CCCc2ccccc2)CCN(Cc2ccn[nH]2)CC1
    13.3	-4.7	4.8	-4.3	20.0	24.0	-1.4	1.9	0.6
- CC(C(=O)Nc1ccon1)N1C(=O)c2ccccc2S1(=O)=O (stereo not given)
    -2.9	2.4	-0.6	-0.5	-18.7	-3.1	-2.8	8.2	10.6
- Cc1ccc(CNC(=O)CCc2ccccc2)cc1
    4.1	2.0	1.6	-4.4	1.1	11.1	-1.4	6.9	1.1
- CCN(CC)C1CCS(=O)(=O)C1 (stereo not given)
    4.9	6.6	-1.0	-0.8	1.8	-11.5	-1.2	-10.1	-2.1
- O=C(Nc1ccc(F)cc1F)c1ccc2c(c1)[nH]c(=O)n2Cc1ccc(F)cc1
    12.2	-8.1	-1.2	0.0	-15.9	-7.0	-3.1	-12.8	10.7
- COCCCNC(=O)C1CCCN(S(=O)(=O)c2ccc(C)cc2)C1 (stereo not given)
    6.9	·	-1.6	0.2	18.0	23.8	-2.6	18.1	11.9
- O=C(Nc1cc(S(=O)(=O)N2CCOCC2)ccc1N1CCCC1)c1cc(F)c(F)cc1Cl
    5.3	1.9	0.1	-3.0	13.4	3.0	-2.5	-0.2	-33.4
- CCc1sc(C(=O)NCCc2ccc(S(N)(=O)=O)cc2)cc1C
    12.2	-0.2	0.6	-0.3	3.2	-4.9	-0.7	4.2	14.1
- O=C(Nc1ccc(F)c(F)c1)C1=COCCO1
    -0.2	-1.6	-0.6	-3.2	0.3	-8.1	4.0	0.5	-41.6
- COc1c(C)cc(C(=O)C2CCCN(C(=O)c3cc(C4CC4)[nH]n3)C2)cc1C (stereo not given)
    18.2	-2.7	-1.0	-2.5	17.5	14.0	1.3	18.1	9.8
- Cc1cccc2c1-c1sc(C(=O)N3CCCCC3)cc1CO2
    27.8	0.5	-2.1	-3.5	15.7	18.5	-2.5	2.8	8.1
- COc1ccc(NC(=O)NNC(=O)C(C)Oc2ccc3ccccc3c2)cc1 (stereo not given)
    2.4	5.1	-0.9	6.2	13.9	6.3	-1.5	8.3	1.3
- CCOC(=O)N1CCC(N2Cc3cccc(C(=O)Nc4c(C)cccc4CC)c3C2=O)CC1
    16.6	-3.0	0.9	-3.4	31.0	51.0*	-0.2	15.7	24.7
- COc1cc(C(=O)OC(C)C(=O)Nc2ccc3c(c2)OCCO3)cc(OC)c1OC (stereo not given)
    3.7	0.3	2.4	-0.8	21.3	-2.4	-0.2	2.5	6.4
- O=C(CN1C(=O)NC(c2ccccc2)(c2ccccc2)C1=O)Nc1ccc(N2CCOCC2)cc1
    14.9	3.3	-1.0	-1.1	-3.3	-7.8	-0.8	2.4	-0.3
- Cc1cc(=O)n2[nH]c(-c3ccc(F)cc3)nc2n1
    8.9	3.4	-4.8	-5.5	-2.7	16.7	-2.2	6.8	18.4
- Cc1ccsc1/C=N/Nc1ccc(C(=O)O)cc1
    7.3	1.2	1.1	-2.0	3.4	-3.8	-1.3	9.1	-12.3
- O=C(Nc1ccsc1C(=O)N1CCCC1)c1ccccc1
    18.6	-1.8	1.9	-1.2	7.7	29.8	7.2	22.0	19.9
- CCn1c(SCC(=O)N2CCCC2)nnc1-c1ccc(S(=O)(=O)N2CCCCCC2)cc1
    7.5	-1.3	7.0	-2.2	-4.3	19.0	-1.7	12.0	10.8
- CCCCN(CC)C(=O)Cn1ncc2c1-c1cc(C)ccc1OC2
    11.7	0.2	1.3	-1.5	8.9	10.6	8.3	-7.3	3.9
- Cc1cc(C)n(-c2ccc(Cl)c(C(=O)Nc3ccc(-c4nnc5n4CCCCC5)cc3)n2)n1
    11.0	-0.6	0.3	10.7	25.5	26.9	0.5	14.5	5.5
- Cc1onc(-c2ccccc2)c1C(=O)NCC1CCN(C(=O)c2c(-c3ccccc3)noc2C)CC1
    1.8	2.3	0.1	2.2	-0.3	11.9	-0.5	12.5	4.4
- Cc1ccc(CN2CCN(C3CSCCSC3)CC2CCO)cc1 (stereo not given)
    12.0	-0.9	-0.6	-3.3	5.8	17.4	-0.5	-3.4	0.1
- O=C(C1CCC(CNc2c(N3CCCC3)c(=O)c2=O)CC1)N1CCc2ccccc21 (stereo not given)
    6.6	-2.1	2.8	-1.4	21.5	5.5	-2.0	-1.4	-17.6
- O=c1c2ccccc2n2c(-c3ccc(C(F)(F)F)cc3)nnc2n1Cc1ccccc1
    8.2	0.1	2.5	2.1	16.1	23.6	0.0	25.9	-7.3
- CC(C)(C)NC(=O)N1CCCC(C(=O)c2cccc(Cl)c2)C1 (stereo not given)
    10.1	-0.8	5.2	0.3	2.4	6.7	1.4	4.8	2.6
- COc1ccc(CN2CCN(Cc3ccc(C)cc3)CC2)c(OC)c1
    22.1	-2.2	-1.4	-3.1	3.1	-3.7	0.9	2.3	17.0
- Cn1c(-c2cccc(Br)c2)cnc1NCc1ccccc1O
    21.6	-4.4	1.5	-1.4	11.6	-20.0	-1.8	2.6	-16.3
- CN(C(=O)COC(=O)c1ccc2c(c1)OCO2)C1CCS(=O)(=O)C1 (stereo not given)
    -8.9	-1.0	28.5	-1.5	5.1	-1.4	-2.2	-1.7	7.0
- CC(=O)c1[nH]c(C)c(C(=O)N2CCCC(Nc3cccc(F)c3)C2)c1C (stereo not given)
    8.4	0.5	0.9	-5.2	5.7	-15.3	-4.1	1.1	12.2
- CC(=O)C1=C(C)NC(SCSc2ccccc2)=C(C#N)C1c1cccnc1 (stereo not given)
    13.7	3.1	·	2.1	38.2	32.1	-3.7	19.0	20.5
- COc1ccc(OCC(=O)Nc2ccc3oc(-c4ccncc4)nc3c2)cc1
    26.4	-10.3	4.2	0.9	-0.2	12.2	-2.1	-12.8	3.6
- Brc1ccc(C2=CSC3=NCCN23)cc1
    23.9	3.2	-3.1	-3.6	2.9	4.6	-1.1	10.4	-13.9
- O=C(c1cccs1)N(Cc1ccc(F)cc1)C1CCS(=O)(=O)C1 (stereo not given)
    16.6	0.1	-0.6	-2.9	-3.8	-1.2	0.3	-1.8	-2.3
